Bioassay records (PubChem BioAssay)
C diff growth – C. difficile growth inhibition. AID 1259249. 86,000 compounds, 0.25% hits. Clostridium difficile clinical isolate growth, OD600, 24 h; stronger effect = lower value. growth activity, negative = inhibition, % at 16 µg/mL (by protocol);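 active means mean growth activity at or below -80% and every replicate also at or below -80%; inconclusive means mean at or below -80% but some replicate above -80%; inactive means mean growth activity above -80%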;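 further: 0% = DMSO wells and -100% = levofloxacin 16 µg/mL wells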
Pf Dd2 growth – blocks growth of Plasmodium falciparum Dd2 parasites; P. falciparum Dd2 growth, SYBR Green, 72 h; stronger effect = lower value; activity change, % at 10 µM; 94,000 compounds, 2.3% hits; in the data active means activity change below about -80%; inconclusive means no clear call, values can overlap the other calls
T cruzi growth – blocks T. cruzi growth in NIH3T3 culture; T. cruzi beta-gal in NIH3T3, GalScreen luminescence, 90 h; inhibition, % at 8.34 µM; AID 624255; 77,000 compounds, 5.9% hits;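 active means mean inhibition above about 93%, with at least 55% of replicates each passing it, limit read from the data, passing the limit was not always enough; inconclusive means only one of those two conditions holds; inactive means neither condition holds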
KDM4C inh – inhibitors of human demethylase GASC-1 KDM4C; 96,000 compounds, 0.15% hits; Q9H3R0; GST-KDM4C 2-372, H3K9me3 peptide, LANCE TR-FRET; inhibition, % at 12.5 µM; AID 720574;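 active means mean replicate inhibition above about 25%, with at least 55% of replicates also reaching it, limit read from the data, passing the limit was not always enough; inconclusive means only one of those two conditions met; inactive means neither condition met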
Target sequence (Q9H3R0 2-372 limits assumed): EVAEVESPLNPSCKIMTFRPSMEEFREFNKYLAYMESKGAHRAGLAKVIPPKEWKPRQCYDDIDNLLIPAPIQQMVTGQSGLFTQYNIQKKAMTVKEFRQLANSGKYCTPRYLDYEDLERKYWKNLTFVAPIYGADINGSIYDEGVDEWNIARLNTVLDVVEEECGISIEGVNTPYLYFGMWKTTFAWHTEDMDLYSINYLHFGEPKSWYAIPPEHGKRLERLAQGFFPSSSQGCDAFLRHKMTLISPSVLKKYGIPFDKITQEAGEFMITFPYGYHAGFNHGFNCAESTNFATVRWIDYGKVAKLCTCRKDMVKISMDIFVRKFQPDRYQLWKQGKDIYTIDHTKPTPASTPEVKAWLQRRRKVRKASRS
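Assay system: GST-GASC-1 enzyme fragment 2-372 | Amount: 10 nM enzyme | Medium: HEPES buffer, pH 7.5, plus ascorbate | Reagent: H3K9me3 peptide substrate, Fe(II), 2-oxoglutarate | Doses: Single-point compound screen | Incubation: 30 min demethylation and 1 h detection at room temperature | Measured by: LANCE TR-FRET, excitation 340 nm, emissions 618 and 671 nm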
An asterisk follows results filed as active; ? = inconclusive; · = no result given.

Every second line gives: C diff growth	KDM4C inh	T cruzi growth	Pf Dd2 growth
#1 CO[C@H]1CN(C)C(=O)c2cc(NC(C)=O)ccc2OC[C@@H](C)N(C(=O)c2ccccc2)C[C@@H]1C
→ -1	1.3	-33	·
#2 CC(C)NC(=O)N[C@H]1CC[C@@H](CC(=O)NCCN2CCCC2)O[C@@H]1CO
→ 15	1.2	15	7
#3 CCCN1[C@H](C(=O)N(C)C)[C@@H](CO)[C@@H]2Cn3c(ccc(-c4ccccc4OC)c3=O)[C@@H]21
→ 2	1.9	4	·
#4 CO[C@@H]1CN(C)C(=O)c2cc(NC(=O)CC(F)(F)F)ccc2OC[C@H](C)NC[C@@H]1C
→ 2	0.8	·	44
#5 O=C(NCC[C@H]1CC[C@H](NC(=O)Nc2cc(F)ccc2F)[C@H](CO)O1)Nc1ccc(F)cc1
→ -2	-0.2	·	·
#6 CNC[C@H]1Oc2c(NS(=O)(=O)c3ccccc3)cccc2C(=O)N([C@H](C)CO)C[C@@H]1C
→ 5	1.0	·	10
#7 O=C(c1ccncc1)N1C[C@H]2[C@@H](c3ccccc31)[C@H](CO)N2C(=O)c1ccncc1
→ -2	-0.2	34	-3
#8 CC(C)CN(C[C@@H]1[C@@H](c2ccccc2)[C@H](CO)N1C(=O)C1CCC1)C(=O)C1CC1
→ 13	0.5	31	-14
#9 COCC(=O)Nc1ccc2c(c1)[C@H]1C[C@H](CC(=O)NC3CCCC3)O[C@H](CO)[C@H]1O2
→ -3	0.9	·	5
#10 C[C@H](CO)N1C[C@H](C)[C@@H](CN(C)Cc2ccc(C(=O)O)cc2)Oc2ccc(NC(=O)c3ccncc3)cc2CC1=O
→ 48	0.4	·	-10
#11 COc1ccc(S(=O)(=O)Nc2ccc3c(c2)CC(=O)N([C@H](C)CO)C[C@H](C)[C@@H](CN(C)Cc2ccc(C(=O)Nc4ccccc4N)cc2)O3)cc1
→ -5	-4.7	49	-85*
#12 C[C@@H]1CN([C@H](C)CO)C(=O)c2cc(NC(=O)NC3CCCCC3)ccc2O[C@@H]1CN(C)Cc1ccc(C(F)(F)F)cc1
→ ·	-0.9	92	7
#13 CO[C@@H]1CN(C)C(=O)c2ccc(NC(=O)C3CC3)cc2OC[C@H](C)N(C(=O)CN2CCOCC2)C[C@@H]1C
→ ·	0.3	15	31
#14 CO[C@@H]1CN(C)C(=O)c2ccc(NC(=O)C3CCOCC3)cc2OC[C@@H](C)N(CC2CCOCC2)C[C@H]1C
→ ·	-0.4	-6	·
#15 COCC(=O)Nc1ccc2c(c1)[C@H]1C[C@@H](CC(=O)N3CCc4ccccc4C3)O[C@H](CO)[C@H]1O2
→ 2	-1.1	20	-25
#16 Cc1noc(C)c1S(=O)(=O)N(C)C[C@H]1OCCCC[C@H](C)Oc2ccc(NC(=O)C3CCCCC3)cc2C(=O)N([C@H](C)CO)C[C@@H]1C
→ 3	-0.4	45	-38
#17 CC(C)NC(=O)Nc1ccc2c(c1)CC(=O)N([C@H](C)CO)C[C@@H](C)[C@H](CN(C)C(=O)NC(C)C)O2
→ -2	-0.2	-15	42
#18 COc1ccc(C#Cc2cnc3c(c2)C(=O)N([C@H](C)CO)C[C@H](C)[C@H](CN(C)Cc2cccc(C(F)(F)F)c2)O3)cc1OC
→ 27	0.2	127*	-69
#19 CO[C@H]1CN(C)C(=O)c2ccc(NC(=O)c3nc4ccccc4s3)cc2OC[C@H](C)N(Cc2cncnc2)C[C@H]1C
→ ·	0.9	·	-75
#20 COc1ccc(S(=O)(=O)N(C)C[C@@H]2OCCCC[C@@H](C)Oc3ccc(NC(=O)NC4CCCCC4)cc3C(=O)N([C@H](C)CO)C[C@@H]2C)cc1
→ 1	-0.3	37	-80
#21 COCC(=O)N1CCCCN2[C@H](CO)[C@@H](c3ccc(-c4ccc(C)cc4)cc3)[C@H]2C1
→ -7	-1.6	-8	14
#22 COc1cccc(C#Cc2ccc([C@@H]3[C@H](CO)N4C(=O)CN(C(=O)C5CC5)C[C@@H]34)cc2)c1
→ -8	-1.6	·	14
#23 COc1ccc(NC(=O)N(C)C[C@@H]2OCCCC[C@H](C)Oc3ccc(NS(=O)(=O)c4ccc(Cl)cc4)cc3C(=O)N([C@H](C)CO)C[C@@H]2C)cc1
→ 4	-0.6	49	-14
#24 C[C@@H]1CN([C@@H](C)CO)C(=O)Cc2cc(NC(=O)Nc3ccc(C(F)(F)F)cc3)ccc2O[C@H]1CN(C)CC1CC1
→ 6	2.9	-10	-78
#25 O=C(NCC1CCCCC1)[C@@H]1[C@@H](CO)[C@@H]2Cn3c(ccc(-c4cncnc4)c3=O)[C@H]1N2
→ 9	-1.4	-42	·
#26 O=C(Nc1ccccc1F)N1CCCCN2[C@H](CO)[C@@H](c3ccc(C4=CCCC4)cc3)[C@H]2C1
→ -9	1.2	64	-28
#27 O=C(Nc1ccc(C(F)(F)F)cc1)N[C@@H]1CC[C@H](CC(=O)N2CCCCC2)O[C@H]1CO
→ 5	-1.3	·	-3
#28 Cc1noc(C)c1NC(=O)Nc1ccc2c(c1)C(=O)N([C@H](C)CO)C[C@H](C)[C@@H](CN(C)S(=O)(=O)c1cccs1)OCCCC[C@H](C)O2
→ -5	0.2	24	-30
#29 CCCC(=O)Nc1ccc2c(c1)C(=O)N(C)C[C@H](OC)[C@@H](C)CN(CCc1ccccc1)[C@H](C)CO2
→ -1	-1.5	-16	-51
#30 C[C@H](CO)N1C[C@H](C)[C@@H](CN(C)C(=O)C2CCCCC2)Oc2ncc(-c3ccccc3F)cc2C1=O
→ -2	2.9	-7	-19
#31 Cc1ccc(S(=O)(=O)N(C)C[C@H]2Oc3c(NC(=O)CCCCCC(=O)Nc4ccccc4N)cccc3C(=O)N([C@H](C)CO)C[C@@H]2C)cc1
→ -4	3.3	·	-65
#32 CO[C@H](CN(C)S(=O)(=O)c1cccc(Cl)c1)[C@@H](C)CN([C@@H](C)CO)S(=O)(=O)c1ccc(Cl)cc1
→ ·	1.0	91	-14
#33 COc1ccc2c3c(n(C)c2c1)[C@H](CO)NCC31CCN(C(=O)Nc2ccc(F)cc2F)CC1
→ -4	-0.5	·	-56
#34 C[C@H]1CN([C@@H](C)CO)C(=O)c2cccc(NC(=O)Nc3ccccc3)c2O[C@@H]1CN(C)Cc1ccc(Oc2ccccc2)cc1
→ 31	·	81	-40
#35 CN(C)Cc1cn(CC[C@H]2CC[C@@H](N)[C@H](CO)O2)nn1
→ ·	?	-5	18
#36 O=C(c1ccccc1F)N1CC[C@@H]2[C@H](CO)Nc3ccc(-c4ccc(F)cc4)cc3[C@@H]21
→ -15	-1.5	83	-17
#37 COc1ccccc1CNC(=O)C[C@H]1CC[C@H]2[C@@H](COC[C@@H](O)CN2C(=O)Nc2ccc(C(F)(F)F)cc2)O1
→ ·	-3.0	-63	-24
#38 Cc1noc(C)c1S(=O)(=O)Nc1ccc2c(c1)C(=O)N([C@@H](C)CO)C[C@@H](C)[C@H](CN(C)C(=O)NC(C)C)OCCCC[C@H](C)O2
→ 2	1.3	-47	23
#39 C[C@@H]1CCCCO[C@H](CN(C)Cc2ccc3c(c2)OCO3)[C@H](C)CN([C@@H](C)CO)C(=O)c2cc(NC(=O)CCCN(C)C)ccc2O1
→ 2	1.7	-5	-50
#40 C[C@H](CO)N1C[C@H](C)[C@H](CN(C)Cc2ccc(C(=O)O)cc2)Oc2ncc(-c3ccccc3)cc2C1=O
→ -3	-1.7	-28	-2
#41 CCNC(=O)C[C@@H]1CC[C@H]2[C@H](COc3ccc(NC(=O)NC(C)C)cc3C(=O)N2C)O1
→ 1	2.8	10	3
#42 Cc1noc(C)c1NC(=O)NCC[C@@H]1CC[C@H](NC(=O)Cc2cccnc2)[C@H](CO)O1
→ 4	1.3	-66	11
#43 C[C@H](CO)N1C[C@H](C)[C@@H](CN(C)C(=O)c2cnccn2)Oc2ncc(Br)cc2C1=O
→ 2	0.1	·	40
#44 C[C@@H]1CN([C@@H](C)CO)C(=O)c2cc(NS(=O)(=O)c3ccc(Cl)cc3)ccc2O[C@@H]1CN(C)C(=O)Nc1ccc2c(c1)OCO2
→ 3	0.1	-70	-10
#45 C[C@H]1CN([C@@H](C)CO)C(=O)c2cc(N(C)C)ccc2O[C@@H]1CN(C)S(C)(=O)=O
→ 0	0.3	2	-25
#46 C[C@@H]1CN([C@@H](C)CO)C(=O)c2cc(-c3cncnc3)cnc2O[C@@H]1CN(C)C(=O)c1cccc(F)c1
→ -3	3.8	10	18
#47 C[C@H]1CN([C@@H](C)CO)C(=O)c2cc(NC(=O)C3CCCCC3)ccc2O[C@H]1CN(C)S(=O)(=O)c1ccc(Cl)cc1
→ -3	·	92	10
#48 COc1ccc(NC(=O)Nc2cccc3c2O[C@H](CN(C)S(=O)(=O)c2ccc(F)cc2)[C@@H](C)CN([C@H](C)CO)C3=O)cc1
→ -7	0.7	·	-5
#49 C[C@H]1CN([C@@H](C)CO)C(=O)c2cc(NC(=O)c3ccncc3)ccc2O[C@H]1CN(C)Cc1ccc(Oc2ccccc2)cc1
→ -5	-0.3	66	0
#50 CO[C@@H](CN(C)C(=O)c1cnccn1)[C@H](C)CN([C@@H](C)CO)S(=O)(=O)c1ccc(C)cc1
→ ·	-1.7	42	45
#51 Cc1ccccc1S(=O)(=O)N1CC[C@@H]2[C@H](CO)Nc3ccc(-c4cccc(F)c4)cc3[C@@H]21
→ 1	0.1	105*	17
#52 C[C@@H]1CN([C@@H](C)CO)C(=O)c2cccc(NC(=O)C3CC3)c2O[C@H]1CN(C)CC1CCCCC1
→ -6	0.4	21	-25
#53 O=C(NCC[C@@H]1CC[C@@H](NC(=O)Nc2cc(F)ccc2F)[C@@H](CO)O1)Nc1ccc(F)cc1
→ -4	-1.8	·	·
#54 CO[C@@H]1CN(C)C(=O)c2ccc(NC(=O)C3CC3)cc2OC[C@@H](C)N(CC2CC2)C[C@@H]1C
→ ·	-0.5	·	27
#55 COc1ccc(S(=O)(=O)N(C)C[C@H]2Oc3ccc(NS(C)(=O)=O)cc3CC(=O)N([C@H](C)CO)C[C@@H]2C)cc1
→ -3	-0.5	42	17
#56 O=C(C[C@@H]1C[C@H]2c3cc(NS(=O)(=O)c4ccccc4)ccc3O[C@H]2[C@@H](CO)O1)NC1CCCCC1
→ ·	-2.1	-16	-8
#57 C[C@H]1CN([C@@H](C)CO)C(=O)Cc2cc(NC(=O)Cc3cn(C)c4ccccc34)ccc2O[C@@H]1CN(C)Cc1ccc(C(=O)O)cc1
→ -10	7.2	-61	10
#58 Cc1ccc(S(=O)(=O)Nc2cccc3c2O[C@@H](CN(C)Cc2ccc(C(=O)Nc4ccccc4N)cc2)[C@H](C)CN([C@@H](C)CO)C3=O)cc1
→ 6	2.7	·	-72
#59 C[C@@H]1CN([C@H](C)CO)C(=O)Cc2cc(NC(=O)c3ccncc3)ccc2O[C@@H]1CN(C)S(=O)(=O)c1cccs1
→ -1	-4.5	13	6
#60 O=C(Cc1ccccc1)N1C[C@@H]2[C@H](c3ccccc31)[C@@H](CO)N2C(=O)C1CCCCC1
→ -9	3.8	41	3

Entries of single compounds, quoted from the list:
COc1ccc(NC(=O)Nc2cccc3c2O[C@H](CN(C)S(=O)(=O)c2ccc(F)cc2)[C@@H](C)CN([C@H](C)CO)C3=O)cc1 across the screens: C diff growth = -7; KDM4C inh = 0.7; T cruzi growth = ·; Pf Dd2 growth = -5
Cc1ccc(S(=O)(=O)Nc2cccc3c2O[C@@H](CN(C)Cc2ccc(C(=O)Nc4ccccc4N)cc2)[C@H](C)CN([C@@H](C)CO)C3=O)cc1 across the screens: C diff growth = 6; KDM4C inh = 2.7; T cruzi growth = ·; Pf Dd2 growth = -72
C[C@H]1CN([C@@H](C)CO)C(=O)c2cc(NC(=O)c3ccncc3)ccc2O[C@H]1CN(C)Cc1ccc(Oc2ccccc2)cc1 across the screens: C diff growth = -5; KDM4C inh = -0.3; T cruzi growth = 66; Pf Dd2 growth = 0

Later entries.
Every second line gives: C diff growth	KDM4C inh	T cruzi growth	Pf Dd2 growth
#61 C[C@@H]1CN([C@@H](C)CO)C(=O)c2cc(NS(=O)(=O)c3ccc(F)cc3)ccc2O[C@@H]1CN(C)Cc1ccc(C(=O)Nc2ccccc2N)cc1
→ 19	-0.2	63	-60
#62 CO[C@@H]1CC[C@H]2CCN(C)C(=O)[C@@H](C)CN(C)C(=O)c3cccc(C#N)c3OC[C@@H]1O2
→ -2	0.4	-7	·
#63 C[C@H](CO)N1C[C@H](C)[C@H](CN(C)C(=O)C2CC2)Oc2ncc(Br)cc2C1=O
→ -3	-0.5	6	58
#64 COCC(=O)Nc1ccc2c(c1)OC[C@@H](C)N(C(=O)CC1CC1)C[C@@H](C)[C@H](OC)CN(C)C2=O
→ -2	-1.2	-10	4
